# ANO1 block – TMEM16A chloride channel inhibitors, primary screen, cell-based, HTS. Anoctamin-1 (Mus musculus), Q8BHY3. HEK293 TMEM16A/YFP iodide influx fluorescence, ionomycin. normalized B-score (activity score, 25-100; higher = stronger inhibition) at 10 µM. 310,000 tested, 1.2% active;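 active means ratio plate-corrected score three or more library SD toward inhibition, starting fluorescence score within five deviations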;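 further: score derived from kinetic fluorescence span divided by baseline fluorescence per well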
# MrgX1 allo act – positive allosteric modulators of MrgX1, primary screen, HEK293 cells, Fluo-4 calcium flux; FDSS; stronger effect = higher value; Mas-related G-protein coupled receptor member X1 (Homo sapiens), Q96LB2; B-score at 10 µM; 310,000 tested, 0.63% active;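 active means plate-corrected calcium response at least 3 library SD above typical, normal starting fluorescence, not activating the receptor alone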;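 further: compound read alongside a low EC10 to EC30 dose of BAM8-22 agonist; peak minus trough fluorescence over baseline measured at the second addition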
# SKKanGAS inh – S. pyogenes SKKanGAS growth inhibitors in kanamycin, primary screen, streptokinase expression inhibitor project, SKKanGAS strain, BacTiter-Glo luminescence; 6 h; 300,000 tested, 1.3% active; inhibition, % at 7.5 µM;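 active means mean replicate score, as percent of positive control median, at least 50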;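 further: strain carries kanamycin resistance gene driven by streptokinase promoter and grows in 40 µg/ml kanamycin; loss of luminescence reflects streptokinase promoter inhibition or plain growth inhibition; 0% = median of DMSO wells and 100% = positive control at its reference dose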
# MrgX1 ag – agonists of human MrgX1 receptor, primary screen, HEK293 cells, Fluo-4 calcium flux; Mas-related G-protein coupled receptor member X1 (Homo sapiens), Q96LB2; Fluo-4 calcium fluorescence, agonist mode; stronger effect = higher value; B-score at 10 µM; 310,000 tested, 0.44% active; AID 588627, 2011;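 active means calcium response B-score plate-corrected fluorescence ratio at least 3 library SD, with starting fluorescence B-score inside 5 SD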
#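 Material: MrgX1-expressing HEK293 cells / Dosing: compound as first of three additions / Incubation: overnight seeding, then 1 h dark dye loading / Signal: Fluo-4 NW calcium fluorescence / Evaluation: B-scored fluorescence response ratio / Benchmarks: positive and negative control wells on each plate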
# RGS4 act – RGS4 potentiators or activators, primary screen, cell-based, HEK293 M3R inducible RGS4, calcium flux; carbachol calcium flux Fluo4; stronger effect = lower value; B-score at 10 µM; 310,000 tested, 0.92% active; AID 463111, 2010;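 active means B-score of the integrated calcium signal more than 4 SD below the library mean, with starting fluorescence not abnormally high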;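 further: negative B-score means reduced calcium response which marks RGS4 activation or potentiation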
#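 test system = HEK293 cells with stable M3R and inducible RGS4 | schedule = recording 10 s baseline at 1 Hz, 100 s post-agonist | technique = Fluo4-AM (2 µM) calcium-flux fluorescence, kinetic read | measure = Agonist-evoked peak-minus-minimum fluorescence over baseline, integrated ratio, B score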
# TMEM16A act – TMEM16A chloride channel activators or potentiators, primary screen, cell-based, HTS; Anoctamin-1 (Mus musculus), Q8BHY3; HEK293 TMEM16A/YFP-H148Q/I152L, iodide quench fluorescence; stronger effect = lower value; B-score at 10 µM; 340,000 tested, 0.3% active; AID 623877, 2012;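 active means fluorescence-ratio B-score plate-corrected deviation score at least 3 library SD below zero, with starting fluorescence score within 5 deviations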;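 further: channel opened by trigger with iodide after compound preincubation; score built on the fluorescence ratio of max minus min over baseline; more negative score means more quench and so TMEM16A activation or potentiation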
# HDAC3 inh – HDAC3 deacetylase inhibitors, primary screen, biochemical, fluorescence, cell-free homogeneous; 320,000 tested, 0.15% active; Histone deacetylase 3 (Homo sapiens), O15379; inhibition, % at 8.3 µM; recombinant HDAC3, fluorogenic peptide/trypsin coupled; in the data active means inhibition above about 26%, passing the limit was not always enough
# MrgX1 antagonist – antagonists of human MrgX1 receptor, primary screen, HEK293 cells, Fluo-4 calcium flux | Mas-related G-protein coupled receptor member X1 (Homo sapiens), Q96LB2 | 310,000 tested, 1.3% active | B-score at 10 µM | BAM8-22 antagonism; stronger effect = lower value;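 active means calcium-response B-score plate-corrected more than 3 library SD below zero, starting fluorescence within 5 deviations, no agonist response on first addition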;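 further: peak minus trough fluorescence over baseline after final BAM8-22 challenge near maximal dose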
# TRPC6 act – mouse TRPC6 channel activators, primary screen, cell-based, HEK293, membrane potential dye. Short transient receptor potential channel 6 (Mus musculus), Q61143. HEK293-TRPC6 membrane potential dye fluorescence; stronger effect = higher value. B-score at 10 µM. 310,000 tested, 0.13% active. AID 2550, 2010;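 active means B-score of the integrated fluorescence ratio above library mean plus 3 SD, and starting fluorescence ratio within library mean plus 5 SD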;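 further: higher score means more depolarization so channel activation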
# Target sequence (Q61143 whole entry, looked up): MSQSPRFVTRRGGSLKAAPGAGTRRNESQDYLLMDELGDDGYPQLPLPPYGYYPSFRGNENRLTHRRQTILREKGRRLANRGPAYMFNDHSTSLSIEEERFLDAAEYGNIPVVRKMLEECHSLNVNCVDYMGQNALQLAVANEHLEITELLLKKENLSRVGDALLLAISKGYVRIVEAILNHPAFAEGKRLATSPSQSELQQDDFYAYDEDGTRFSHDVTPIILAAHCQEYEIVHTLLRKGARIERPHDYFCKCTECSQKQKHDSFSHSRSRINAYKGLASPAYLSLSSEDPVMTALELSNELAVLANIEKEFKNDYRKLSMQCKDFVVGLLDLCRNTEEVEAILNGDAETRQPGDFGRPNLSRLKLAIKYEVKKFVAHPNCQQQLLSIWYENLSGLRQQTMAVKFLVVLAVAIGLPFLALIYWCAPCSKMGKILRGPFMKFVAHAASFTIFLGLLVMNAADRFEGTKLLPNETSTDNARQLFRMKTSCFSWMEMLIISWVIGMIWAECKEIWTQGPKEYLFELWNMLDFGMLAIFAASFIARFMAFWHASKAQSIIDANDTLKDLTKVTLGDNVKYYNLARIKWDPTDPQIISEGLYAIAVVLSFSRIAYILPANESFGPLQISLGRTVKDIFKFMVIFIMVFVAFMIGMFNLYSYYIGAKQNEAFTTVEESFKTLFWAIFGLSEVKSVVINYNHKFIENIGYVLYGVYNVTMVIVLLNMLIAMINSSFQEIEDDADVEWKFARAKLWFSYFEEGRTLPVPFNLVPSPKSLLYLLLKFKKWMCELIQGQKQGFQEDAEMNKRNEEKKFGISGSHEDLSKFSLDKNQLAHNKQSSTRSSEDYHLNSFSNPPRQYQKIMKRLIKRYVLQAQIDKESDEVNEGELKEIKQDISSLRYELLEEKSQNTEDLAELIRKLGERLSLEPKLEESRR
# RGS4 inh – RGS4 inhibitors, primary screen, cell-based, HEK293 M3R inducible RGS4, calcium flux. 310,000 tested, 0.45% active. B-score at 10 µM. Fluo-4 calcium flux; stronger effect = higher value; triggered by carbachol at its EC20. AID 463165, 2010. Regulator of G-protein signaling 4 (Homo sapiens), P49798;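 active means B-score, a plate-corrected calcium signal, over three deviations above library mean, with baseline fluorescence within five deviations of library mean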;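 further: RGS4 expression induced by doxycycline in cells with stable M3 receptor; B-score is computed from the integrated fluorescence ratio over baseline after carbachol; higher B-score means a larger calcium signal and so more RGS4 inhibition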
# Target sequence (P49798 whole entry, looked up): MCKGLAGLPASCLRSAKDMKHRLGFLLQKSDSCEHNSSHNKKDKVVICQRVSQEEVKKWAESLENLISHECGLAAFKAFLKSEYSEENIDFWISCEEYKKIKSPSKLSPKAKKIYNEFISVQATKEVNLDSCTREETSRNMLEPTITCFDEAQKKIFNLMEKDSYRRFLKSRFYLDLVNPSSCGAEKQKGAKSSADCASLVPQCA
# TRPC6 inhibitor – mouse TRPC6 channel inhibitors, primary screen, cell-based, HEK293, membrane potential dye. Short transient receptor potential channel 6 (Mus musculus), Q61143. ACh-evoked depolarization; stronger effect = lower value. B-score at 10 µM. 310,000 tested, 1.1% active. AID 2553, 2010;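 active means B-score under library mean minus 3 SD, initial fluorescence not abnormally high, positive integrated signal ratio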;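 further: B-score derived from integrated fluorescence ratio over the kinetic read; more negative B-score means stronger inhibition of depolarization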
# * = called active by the depositor; i = inactive; x = no result given.
SMILES,ANO1 block,MrgX1 allo act,SKKanGAS inh,MrgX1 ag,RGS4 act,TMEM16A act,HDAC3 inh,MrgX1 antagonist,TRPC6 act,RGS4 inh,TRPC6 inhibitor
Cc1cccc(C)c1NS(=O)(=O)c1cc2c3c(c1)CCN3C(=O)CC2,i,i,0.9,i,i,i,-9.8,i,i,i,i
Cc1ccccc1OCC(=O)NCCc1nc2ccccc2[nH]1,i,i,-1.9,i,i,i,9.9,i,i,i,i
O=C(O)CCCC(=O)N1CCOCCOCCOCCOCC1,i,i,-3.5,i,i,i,-2.7,i,i,i,i
O=C(NCCc1ccccc1)c1cccc(N2CCCC2=O)c1,i,i,-4.5,i,i,i,-8.5,i,i,i,i
Cc1cc(C)nc(N(C#N)CCOc2ccc(Cl)cc2)n1,i,i,1.4,i,i,i,3.8,i,i,i,i
O=[N+]([O-])c1ccccc1CN1CCN(Cc2c[nH]c3ccccc23)CC1,i,i,-8.2,i,i,x,-0.5,i,i,i,i
CCOC(=O)CSC1=C(C#N)C(c2ccc(C)cc2)C2=C(CCCC2=O)N1 (stereo unspecified),i,i,-4.4,i,i,i,8.4,i,i,i,i
O=C(C[n+]1cc(-c2ccccc2)n2c1CCC2)Nc1nc(-c2ccc(F)cc2)cs1,i,i,1.9,i,i,i,2.3,i,i,i,i
CCN(C(=O)Cc1ccc(NC2=NC3CS(=O)(=O)CC3S2)cc1)c1ccccc1 (stereo unspecified),i,i,-1.2,i,i,i,-7.9,i,i,i,i
Cc1ccc(N(CC(=O)Nc2ccc(C)cc2C)S(=O)(=O)N2CCCC2)cc1,i,i,1.8,i,i,i,1.1,i,i,i,i
COCCCNC(=O)Cn1ncc2ccsc2c1=O,i,i,-0.5,i,i,i,-5.7,i,i,i,i
Cc1ccccc1COCCN1CCN(S(=O)(=O)c2ccccc2)CCC1=O,i,i,-3.2,i,i,i,6.4,i,i,i,i
Cc1nc2ccc(Cl)cc2c(-c2ccccc2F)c1CC(=O)O,i,i,9.2,i,i,i,x,i,i,i,i
O=C(O)C1CCCCC1C(=O)NCCc1ccc(F)cc1 (stereo unspecified),i,i,1.6,i,i,i,-1.6,i,i,i,i
CCC1CCc2sc(C(=O)O)cc2C1 (stereo unspecified),i,i,2.8,i,i,i,-3.9,i,i,i,i
S=c1nc(C2CCCCC2)[nH][nH]1,i,i,-19.6,i,i,x,11.3,i,i,i,i
O=C(CNC(=S)N(Cc1ccccc1Cl)C1CCCC1)NCCCN1CCOCC1,i,i,-12.1,i,i,i,4.3,i,i,i,i
O=C(CN1CCOCC1)Nc1ncc(Cc2cccc(Cl)c2)s1,i,i,3.3,i,i,i,0.6,i,i,i,i
Cc1oc(C(C)(C)C)c(CN2CCCC2)c1C(=O)O,i,i,1.9,i,i,i,-5.4,i,i,i,i
O=C(CCN1C(=O)C2C3C=CC(C4CC34)C2C1=O)Oc1ccccc1 (stereo unspecified),i,i,0.9,i,i,i,-3.3,i,i,i,i
CC(=O)Nc1ccc(N=Nc2c(C)[nH]n(C(N)=S)c2=O)cc1,i,i,-5.1,i,i,i,11.3,i,i,i,i
Cc1ccc(NC(=O)COC(=O)CSC(=S)N2CCOCC2)cc1,i,i,3.4,i,i,i,7.2,i,i,i,i
Cc1ccccc1S(=O)(=O)Cc1ccc(C(=O)N2CCN(c3cccc(C)c3C)CC2)o1,i,i,18.2,i,-7.23*,i,0.6,i,i,i,i
COC(=O)c1c(NC(=O)Cn2cnc([N+](=O)[O-])n2)sc2c1CCC(C)C2 (stereo unspecified),i,i,1.1,i,-7.61*,i,-8.0,i,i,i,i
COCC(C)n1c(C)cc(C(=O)COC(=O)CN=C2NS(=O)(=O)c3ccccc32)c1C (stereo unspecified),i,i,-3.8,i,i,i,-0.1,i,i,i,i
# Going on with the list:
SMILES,ANO1 block,MrgX1 allo act,SKKanGAS inh,MrgX1 ag,RGS4 act,TMEM16A act,HDAC3 inh,MrgX1 antagonist,TRPC6 act,RGS4 inh,TRPC6 inhibitor
CCOC(=O)Cn1c(C(=O)OCC)cc2sccc21,i,i,-2.9,i,i,i,x,i,i,i,i
Cc1ccc(NC(=O)O/N=C2\CCCCC2c2ccc([N+](=O)[O-])cc2[N+](=O)[O-])cc1 (stereo unspecified),i,i,-4.3,i,i,i,-1.6,i,i,i,i
O=C(Nc1cccc(F)c1)Nc1ccc2c(c1)OCO2,i,i,-1.1,i,i,i,-0.4,i,i,i,i
COc1cc2[nH]c(=O)n(CCC(=O)NCCCN3CCN(c4ccccc4F)CC3)c(=O)c2cc1OC,i,i,7.0,i,i,i,-1.4,i,i,i,i
COc1ccc(CCN(C)C/C=C/c2ccccc2[N+](=O)[O-])cc1OC,i,i,2.6,i,i,i,-1.1,i,i,i,i
COc1cccc(C2CC(c3ccc(Cl)cc3Cl)n3nc(N)nc3N2)c1 (stereo unspecified),i,i,8.2,i,i,i,2.4,i,i,i,i
Cc1ccc(NC(=O)Cn2c(O)c(N=NC(=O)c3ccncc3)c3ccccc32)cc1,i,i,-4.5,i,i,i,-4.4,i,i,i,i
O=C(O)CCCCCN1C(=O)c2ccc(C(=O)O)cc2C1=O,i,i,-0.5,i,i,i,7.3,i,i,i,i
CN(c1ccccc1)S(=O)(=O)c1ccc(Cl)c(C(=O)Nc2ccc(-c3nc4ccccc4[nH]3)cc2)c1,i,i,27.5,i,i,i,1.6,i,i,i,i
CC(=O)C1C(c2ccccc2)c2c(noc2C)CC1(C)O (stereo unspecified),i,i,6.6,i,i,i,-3.5,i,i,i,i
C/C=C/C(=O)OCC(=O)Nc1cccc(F)c1,i,i,-2.0,i,i,i,-10.4,i,i,i,i
Cc1cc(C(=O)N2CCN(c3ccc([N+](=O)[O-])cc3)CC2)no1,i,i,2.8,i,i,i,0.9,i,i,i,i
O=C(NC(=S)NC1CCCC1)c1ccccc1Br,i,i,18.2,i,i,i,4.1,i,i,i,i
CC1(C)OC(=O)C=C(CC2NS(=O)(=O)OC3CCCCC23)O1 (stereo unspecified),i,i,3.0,i,i,i,2.8,i,i,i,i
N#Cc1c(-c2ccccc2)nc(SCC(=O)N(c2ccccc2)c2ccccc2)[nH]c1=O,i,i,12.8,i,i,i,2.8,i,i,i,i
COC(=O)c1ccc(NC(=O)Nc2ccc3c(c2)OCO3)cc1,i,i,-6.3,i,i,i,-0.4,i,i,i,i
Cc1noc(C)c1C(=O)Nc1ccc(F)c(F)c1,i,i,1.3,i,i,i,-1.7,i,i,i,i
O=c1cc(CSc2nnnn2-c2ccccc2)nc2sccn12,i,i,-1.8,i,i,i,6.6,i,i,i,i
Cc1ccc(CN2CCNC(=O)C2CC(=O)N(C)CCc2cnn(C)c2)cc1 (stereo unspecified),i,i,9.3,i,i,i,-9.9,i,i,i,i
CCOC(=O)C(C)n1nc(/C=C/c2ccccc2)ccc1=O (stereo unspecified),i,i,-0.2,i,i,i,6.4,i,i,i,i
Cc1ccc(S(=O)(=O)CC#CCOC(=O)c2ccc([N+](=O)[O-])cc2)cc1,i,i,3.9,43.3*,i,x,1.5,i,i,i,i
Cc1oc(/N=C/c2ccc(F)cc2)c(C#N)c1C,i,i,1.5,i,i,i,1.5,i,i,i,i
CC(C)N(C(=O)C(=O)c1cccn1-c1ccccc1C#N)C(C)C,i,i,0.5,i,i,i,-6.2,i,i,i,i
O=C(NC1CCCCCC1)C(=S)NC1CCCCC1,i,i,-0.1,i,i,i,7.4,i,i,i,i
O=C(O)C1C2CC2CN1C(=O)c1ccc(Cl)cc1 (stereo unspecified),i,i,-8.0,i,i,i,-0.3,i,i,i,i
# Other structures
SMILES,ANO1 block,MrgX1 allo act,SKKanGAS inh,MrgX1 ag,RGS4 act,TMEM16A act,HDAC3 inh,MrgX1 antagonist,TRPC6 act,RGS4 inh,TRPC6 inhibitor
CN(c1ccccc1)S(=O)(=O)c1ccc(C(=O)NCc2cccs2)cc1,i,i,0.3,i,i,i,-2.0,i,i,i,i
COc1ccccc1CNS(=O)(=O)c1ccc(-n2cnnn2)c(OC)c1,i,i,4.8,i,i,i,-1.7,i,i,i,i
COc1ccc(N2C(=O)CC(NCCNc3ccc([N+](=O)[O-])cn3)C2=O)cc1 (stereo unspecified),i,i,-16.9,i,i,i,4.0,i,i,i,i
CCN(CC)CCNC(=O)c1ccc(NC(=O)Nc2cccc3ccccc23)cc1,i,i,-1.8,i,i,i,-4.3,i,i,i,i
CCN(CC)CCC(c1ccc(N(C)C)cc1)c1c(O)cc(OC)cc1OC (stereo unspecified),i,i,-0.2,i,i,i,-6.3,i,i,i,i
CCCCc1ccc(NC(=S)NCc2cccs2)cc1,100*,i,9.5,i,i,i,0.7,i,i,i,i
Cn1c(NC(=O)c2ccc(Br)o2)cc(=O)n(C)c1=O,i,i,-0.7,i,i,i,1.4,i,i,i,i
C=CCn1c2c(c(=O)[nH]c1=S)CN(C(C)c1ccccc1)CN2 (stereo unspecified),i,i,1.4,i,i,i,-3.5,i,i,i,i
CN(CC(=O)O)S(=O)(=O)c1ccc2[nH]c(=O)c(=O)[nH]c2c1,i,i,-8.7,i,i,i,3.8,i,i,i,i
O=C(O)C1CC(c2ccc(F)cc2)=NO1 (stereo unspecified),i,i,5.7,i,i,i,-5.4,i,i,i,i
O=C(O)C1=CCCN(CCON=C(c2ccccc2)c2ccccc2)C1,i,i,x,i,x,i,-4.5,i,x,x,x
O=C1c2ccccc2S(=O)(=O)c2cc(C(=O)N3CCCC3)ccc21,i,i,-1.4,i,i,i,-1.0,i,i,i,i
CCCc1cc(=O)[nH]c(SCC(=O)N2C(C)CCCC2C)n1 (stereo unspecified),i,i,-1.7,i,i,i,3.7,i,i,i,i
O=C(O)/C=C/c1ccc2noc(-c3ccccc3)c2c1,i,i,-8.4,i,i,i,-0.3,i,i,i,i
Cc1ccc(-c2nnc3c4ccccc4c(C)nn23)cc1NC(=O)CN1CCOCC1,x,x,8.2,x,i,x,x,x,i,i,i
O=C(NC1CCCCC1)C(c1cccs1)N(C(=O)C(F)(F)F)c1ccccc1 (stereo unspecified),i,i,0.5,i,i,i,8.0,i,i,i,i
O=C(O)CC/C(=N\NC(=O)CNC(=O)/C=C/c1ccccc1)c1ccccc1,i,i,-0.3,i,i,i,0.0,i,i,i,i
